Compound activity from PubChem.
PLCg1 inh: blocks human PLC-gamma1 enzyme activity. purified PLC-gamma1, fluorogenic substrate, fluorescence. 370,000 compounds, 0.84% hits. P19174. inhibition, % at 12.2 µM. AID 720700; in the data active = inhibition above about 9.5%
hcDAF12 agonist: activators of H. contortus DAF-12 nuclear receptor. 370,000 compounds, 1.4% hits. activation, % at 6.8 µM. HEK293 hcDAF-12 lit1-tk-luc reporter, luminescence; 0% DMSO, 100% Δ7-dafachronic acid;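 active = activation above the mean of all tested compounds plus 3 SD, cut at about 5.5% in these data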;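 also: 100% = response to 3 µM Δ7-dafachronic acid high control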
DAX1 inh-1: inhibitors of human orphan nuclear receptor DAX1 (NR0B1) | AID 504766 | HEK293 Gal4-DAX1 luciferase reporter, luminescence | inhibition, % at 6.75 µM | 340,000 compounds, 0.99% hits;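 active = inhibition above the mean over all tested compounds plus 3 SD, cut at about 4.2% in these data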;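 also: 0% = DAX1-transfected cells with DMSO and 100% = empty-vector control cells with DMSO; inhibition shows as a rise in luminescence from relieved DAX1 repression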
Target sequence (P51843 207-470 limits assumed): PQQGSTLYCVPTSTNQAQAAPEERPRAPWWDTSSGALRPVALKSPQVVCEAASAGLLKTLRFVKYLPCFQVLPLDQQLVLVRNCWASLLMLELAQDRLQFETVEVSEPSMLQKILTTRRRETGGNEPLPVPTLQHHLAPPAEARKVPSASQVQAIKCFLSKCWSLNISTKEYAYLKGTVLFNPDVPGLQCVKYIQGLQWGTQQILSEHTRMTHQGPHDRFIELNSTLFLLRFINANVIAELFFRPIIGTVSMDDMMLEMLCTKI
ADAM17 inh: inhibitors of human ADAM17. P78536. recombinant ADAM17, EDANS/DABCYL FRET peptide cleavage. inhibition, % at 6.95 µM. 370,000 compounds, 0.83% hits. AID 720648;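 active = inhibition above the mean of compounds lying between control limits plus 3 SD, set per campaign, cut at about 8.5% in these data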;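 also: 0% = DMSO-only wells as the low control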
ssDAF-12 act: activators of S. stercoralis DAF-12 nuclear receptor; HEK293 ssDAF-12/GRIP1 lit1-tk-luc reporter, luminescence; % of 3 µM dafachronic acid response; activation, % at 6.8 µM; 370,000 compounds, 1% hits; AID 652126;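 active = activation above the mean over all tested compounds plus 3 SD, cut at about 0.9% in these data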;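 also: 0% = DMSO-only wells and 100% = 3 µM delta7-dafachronic acid wells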
ADAM10 inh: inhibitors of human ADAM10. O14672. recombinant ADAM10, EDANS/DABCYL FRET peptide cleavage, 3 h. inhibition, % at 7 µM. 370,000 compounds, 0.62% hits. AID 720582;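 active = inhibition above a per-campaign cutoff equal to the mean of compounds falling between control-based bounds plus 3 SD, cut at about 20% in these data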;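 also: 0% = DMSO wells while the 100% control is not disclosed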
Target sequence (O14672 214-748 limits assumed): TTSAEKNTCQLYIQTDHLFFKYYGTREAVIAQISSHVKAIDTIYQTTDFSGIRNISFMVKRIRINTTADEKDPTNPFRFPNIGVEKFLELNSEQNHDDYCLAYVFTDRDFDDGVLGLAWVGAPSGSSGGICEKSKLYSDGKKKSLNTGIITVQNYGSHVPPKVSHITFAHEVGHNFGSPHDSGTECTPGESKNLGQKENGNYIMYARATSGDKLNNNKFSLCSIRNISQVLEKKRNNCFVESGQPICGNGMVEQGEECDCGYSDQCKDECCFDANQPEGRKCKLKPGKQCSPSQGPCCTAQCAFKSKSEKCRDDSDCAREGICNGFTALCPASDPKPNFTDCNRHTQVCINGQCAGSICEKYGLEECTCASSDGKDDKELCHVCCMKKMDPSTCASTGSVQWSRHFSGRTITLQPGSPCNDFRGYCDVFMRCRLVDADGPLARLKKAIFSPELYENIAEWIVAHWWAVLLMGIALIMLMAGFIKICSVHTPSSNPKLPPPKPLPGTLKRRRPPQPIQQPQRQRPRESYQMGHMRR
PLC-beta3 inh: inhibitors of human phospholipase C beta3. Q01970. Purified PLC-beta3, fluorogenic substrate, fluorescence. inhibition, % at 12.2 µM. 370,000 compounds, 0.18% hits. AID 720704; in the data active = inhibition above about 11%;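 also: 0% = median of compound wells on plate and 100% = full blocker control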
hgDAF-12 ag: activates the H. glycines DAF-12 receptor ligand-binding domain | activation, % at 6.8 µM | AID 687014 | HEK293 GAL4-hgDAF12 UAS-luciferase reporter, agonist luminescence; normalized to butyrate control | 370,000 compounds, 1.8% hits;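 active = activation above a cutoff set at the mean of all screened compounds plus 3 SD, cut at about 10% in these data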;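 also: 0% = DMSO wells and 100% = sodium butyrate wells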
DAX1 inh-2: DAX1 (NR0B1) inhibition, primary screen | HEK293T StAR-luciferase reporter, SF-1/DAX-1 repression relief | inhibition, % at 6.8 µM | 370,000 compounds, 1.1% hits | AID 652010;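 active = inhibition above the mean over all tested compounds plus 3 SD, cut at about 3.6% in these data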;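 also: 0% = DAX-1 cells with DMSO and 100% = cells lacking DAX-1 with DMSO; higher inhibition means more luminescence from relief of DAX-1 repression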
sPLA2-III inh: Inhibits HGIII-sPLA2 liposome hydrolysis, primary screen; Q9NZ20; QFRET BODIPY PC-A2 liposome hydrolysis, fluorescence; 370,000 compounds, 0.56% hits; inhibition, % at 12.2 µM;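 active = inhibition above mean plus 3 SD of compounds lying within the high and low control bounds, cut at about 19% in these data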;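 also: 0% = median of test compound wells and 100% = no enzyme DMSO wells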
FXN GAA850 act: frataxin GAA850 promoter activation | HEK293 lucGAA850 FXN promoter luciferase reporter, 24 h; percent of 10 µM SAHA response | activation, % at 6 µM | 360,000 compounds, 0.56% hits | AID 540364;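 active = activation above the average of all compounds screened plus 3 SD, cutoff fixed separately per campaign, cut at about 7.5% in these data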;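 also: 0% = DMSO wells and 100% = 10 µM SAHA wells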
* hit, by the source's call; x = no result given.

# | structure | PLC-beta3 inh | ssDAF-12 act | hcDAF12 agonist | PLCg1 inh | DAX1 inh-2 | sPLA2-III inh | ADAM17 inh | DAX1 inh-1 | hgDAF-12 ag | ADAM10 inh | FXN GAA850 act
1 | Cc1[nH]n(-c2ccccc2)c(=O)c1N=Nc1ccc(F)cc1 | -6 | 0.2 | 2.3 | -2 | -0.1 | 12 | -4 | 2.9 | -1.8 | -2 | 1.3
2 | COc1ccc(-n2nnnc2SCC(=O)Nc2cc(OC)c([N+](=O)[O-])cc2C)cc1 | -2 | -1.1 | -0.6 | 0 | 0.2 | -6 | -3 | 0.0 | -2.5 | 3 | 0.8
3 | CCC(C)(C)NC(=O)CN(Cc1ccccc1)C(=O)CCC(=O)Nc1nccs1 | -5 | -0.7 | -1.2 | 1 | -0.5 | 2 | -3 | 0.0 | 0.9 | 6 | 1.8
4 | CCN(C[C@H]1N[C@@](C)(C(=O)OC)[C@H]2C(=O)N(Cc3ccccc3)C(=O)[C@@H]12)S(=O)(=O)c1ccccc1 | 0 | -0.9 | -0.2 | 0 | -0.3 | 5 | -5 | -0.9 | -0.2 | -8 | -0.1
5 | CCOC(=O)Cn1nnnc1C(CC)N(Cc1cccs1)Cc1cc2cc(C)ccc2[nH]c1=O (configuration not stated) | 0 | -1.1 | -0.5 | 3 | -0.4 | 0 | -3 | 0.5 | -1.2 | -2 | -0.8
6 | Cc1cccc(C)c1OCC(=O)N1CC2(C)CC1CC(C)(C)C2 (configuration not stated) | 1 | -1.7 | -2.9 | -1 | -1.2 | -1 | -4 | -0.1 | -1.0 | 7 | -1.8
7 | Cc1noc(C)c1S(=O)(=O)N1CCN(c2ccc(Cl)cc2)CC1 | -4 | -0.5 | -0.6 | -2 | -0.3 | -6 | -2 | 0.1 | -1.7 | -2 | 0.6
8 | O=C(CCn1c(=S)oc2ccccc21)Nc1ccccc1F | 3 | -0.9 | 0.9 | 0 | -0.3 | -1 | 0 | 0.3 | 0.1 | 4 | 0.7
9 | CCC(C(=O)NC1CCCC1)n1c(-c2ccncc2)nc2ccccc21 (configuration not stated) | -4 | -1.2 | -1.2 | -2 | 2.0 | 11 | -1 | x | 2.9 | -14 | x
10 | COc1ccc(/C(C)=N\NC(=O)c2ccc(-c3ccccc3)cc2)c(F)c1 | -22 | -0.4 | 0.0 | -13 | -3.3 | 10 | -3 | 0.7 | 1.1 | 9 | -2.1
11 | CC(=O)N/C(=C\c1ccccc1)C(=O)OC/C=C/c1ccccc1 | -12 | -1.6 | 1.5 | -1 | 1.4 | -7 | -2 | 0.4 | 0.5 | 1 | 0.9
12 | COc1ccc(NC(=O)C2CC(c3ccc(Cl)cc3)=NO2)cc1 (configuration not stated) | -7 | -1.0 | -1.1 | 1 | 1.0 | -4 | 1 | 0.0 | 0.0 | 0 | 1.3
13 | Cc1cc(C(=O)C(C)OC(=O)c2ccc(NC(=O)CC#N)cc2)c(C)n1-c1ccccc1 (configuration not stated) | -7 | -2.3 | -5.2 | -4 | -5.8 | -41 | 5 | -2.6 | -8.5 | 11 | -3.9
14 | NC(N)=NS(=O)(=O)c1ccc(NC(=S)NC(=O)/C=C/c2ccco2)cc1 | -8 | -1.4 | -1.7 | -5 | -0.4 | 1 | -3 | 1.0 | -1.7 | -4 | 0.6
15 | Fc1ccc(-c2nnc(-n3nnc4ccccc43)c3ccccc23)cc1 | 0 | -1.6 | -0.3 | 3 | 0.1 | 5 | -1 | -0.4 | -0.8 | -5 | -3.3
16 | O=C1CC(c2ccccc2)CC(O)=C1C=NCCN1CCN(C(=S)Nc2cccc(Cl)c2)CC1 (configuration not stated) | 4 | -0.8 | -1.3 | 2 | -0.6 | -8 | 3 | 1.2 | -3.3 | -1 | 1.2
17 | Cc1onc(-c2ccccc2Cl)c1C(=O)Nc1nnc(-c2cccc([N+](=O)[O-])c2)s1 | -1 | -1.6 | -2.4 | 1 | -1.4 | -30 | 7 | -0.8 | -2.4 | 17 | 2.0
18 | COc1ccccc1C(=O)COC(=O)Cn1nc(C)c([N+](=O)[O-])c1C | -1 | -0.2 | 0.7 | 0 | 1.4 | 8 | -6 | 0.1 | 1.5 | -8 | 0.1
19 | FC(F)(F)c1nc(-c2cccs2)ncc1-c1nnnn1-c1ccc(Cl)cc1 | -2 | -1.2 | -1.6 | -2 | 0.4 | 7 | -1 | -0.8 | -2.1 | -16 | -4.4
20 | COC(=O)C(C)(C)ONC(=O)Nc1ccc(C)cc1 | 3 | -0.7 | 0.1 | -2 | 0.6 | 1 | -2 | 1.0 | 1.8 | 4 | 2.8
21 | COC(=O)[C@]12C[C@H](CC(=O)NCCCCc3ccccc3)C(=O)N(Cc3ccc(Cl)cc3Cl)C1=C[C@H](C1CCCC1)O[C@@H]2C | -3 | -0.3 | -1.4 | -2 | -0.7 | 1 | -4 | x | -0.4 | -7 | x
22 | Cc1ccc(Cc2c(C3CCCCC3)nc3ccc(Br)cn23)cc1 | -4 | 0.3 | 3.0 | -3 | 0.9 | -10 | -4 | x | 10 | -13 | x
23 | COc1ccccc1NC(=S)NCc1ccc(Cl)cc1 | -3 | -1.1 | -2.8 | -3 | -0.1 | 12 | 1 | 0.8 | -1.4 | 5 | 0.7
24 | CC1=C(C(=O)N2CCCCCC2)CC(CC(=O)NC2CC2)C(=O)N1Cc1ccccc1 (configuration not stated) | -2 | -0.8 | -1.2 | -1 | 0.3 | 13 | -2 | x | 1.6 | -12 | x
25 | CC(C)(C)c1ccc(-c2csc(NNC3=NCCCCC3)n2)cc1 | -11 | -0.8 | -1.4 | -7 | 0.5 | -1 | -4 | 0.4 | 8.1 | -3 | -1.1
26 | Cc1nn(S(=O)(=O)c2cccc([N+](=O)[O-])c2)c(C)c1S(=O)(=O)N1CCOCC1 | -7 | -0.6 | -0.8 | -1 | 0.3 | 7 | 0 | 0.5 | -1.2 | 3 | 1.5
27 | C=CC[C@@H](CC(=O)N[C@H](CO)Cc1ccccc1)C(=O)NCCOC(=O)[C@@H](CC=C)CC(=O)OC(C)(C)C | 0 | -1.4 | -1.2 | -1 | -0.9 | 0 | -1 | 1.8 | -1.1 | -1 | -1.5
28 | COc1ccc(S(=O)(=O)N2CCN(c3ccc(F)cc3)CC2)cc1OC | -2 | -0.9 | 0.0 | 5 | -0.2 | 2 | 4 | 0.4 | -0.9 | 6 | 1.6
29 | CC1(C(=O)NS(=O)(=O)c2cccc(C#N)c2)CCN1C(=O)C1(c2ccc(Cl)cc2)CCC1 (configuration not stated) | 1 | -0.6 | -1.5 | 1 | -0.8 | -3 | -3 | x | -1.6 | -12 | 1.7
30 | Cc1ccc(C(=O)N/C(=C\c2ccccc2)C(=O)NCC2CCCO2)cc1 (configuration not stated) | -1 | -0.8 | 0.5 | -5 | 0.1 | 3 | -1 | -1.4 | 0.0 | -9 | -1.8
31 | O=C(CSc1ncn[nH]1)NNC(=O)c1ccccc1 | -3 | -1.2 | 0.6 | 2 | 0.2 | 4 | -2 | 0.1 | 3.4 | -5 | 1.4
32 | CCC(C)CCN1C(Nc2ccccc2)=NC[C@@H]1C (some centres not stated) | 3 | -1.2 | -1.4 | 3 | -0.4 | 9 | 0 | -0.6 | 1.1 | -2 | 0.2
33 | O=C(/C=C1\OCc2ccccc21)c1ccccc1 | 7 | 1.3* | 9.5* | 6 | 5.6* | 2 | 4 | x | 19* | 3 | x
34 | COc1ccc(OC)c(C(=O)CSc2nc3cccnc3n2C)c1 | -3 | -1.6 | 0.0 | -5 | -0.4 | -5 | -5 | -1.9 | -0.5 | -4 | 0.5
35 | Nc1nc(-c2cccnc2)nn1C(=O)CCc1ccccc1 | 0 | -1.4 | 1.3 | 2 | 0.5 | 4 | -6 | -2.4 | -1.7 | -9 | 0.2
36 | O=C(OCC(=O)N1CCCc2ccccc21)c1cc(Br)ccc1O | -12 | -0.4 | -0.6 | -3 | 1.4 | 4 | -6 | 1.4 | 2.8 | -7 | 0.4
37 | COc1ccc(C(=O)OCc2nnc(-c3ccccc3)o2)cc1S(=O)(=O)N1CCOCC1 | -1 | -0.9 | -0.5 | 1 | 2.5 | -12 | 0 | 1.6 | 2.2 | -1 | -0.1
38 | Cc1csc2cc(-c3cccc([N+](=O)[O-])c3)c(-c3cccc([N+](=O)[O-])c3)c[n+]12 | 7 | -0.7 | 1.2 | 0 | 0.1 | 1 | -2 | 0.5 | 1.9 | 3 | 1.6
39 | COc1ccccc1NS(=O)(=O)c1ccc(C(=O)NCCCn2ccnc2)cc1 | -5 | -0.9 | -0.6 | -1 | 0.8 | -10 | 2 | -1.3 | -1.5 | 0 | 0.6
40 | COc1cccc(SCc2noc(C(=O)NCCN(C)C)c2C(=O)NCCN(C)C)c1 | 8 | -1.3 | 0.0 | 9.7* | 0.2 | 16 | -3 | 0.6 | 0.0 | 2 | 0.7
41 | CCn1c(N)nc2c1c(=O)n(C)c(=O)n2C | 0 | -1.6 | -0.7 | 3 | 0.8 | 5 | -3 | -0.5 | 1.5 | -9 | 0.6
42 | COc1ccc([C@@H](C)NC(=O)c2ccc3oc(C(C)C)nc3c2)cc1 | -2 | -0.9 | 3.7 | 5 | -0.6 | 3 | 3 | 0.4 | 9.1 | 2 | 2.0
43 | CC1(C)CC(=O)C=C(NCCN2CCN(C(=O)Nc3ccc(Cl)cc3)CC2)C1 | 0 | -1.5 | -0.6 | 0 | -0.5 | -14 | 1 | -0.5 | 0.5 | 6 | 1.4
44 | COc1ccc(Cl)cc1C(=O)N1CCC2(CC1)CC(=O)c1ccccc1O2 | -14 | -0.9 | -0.4 | -17 | -2.4 | -2 | -32 | 0.1 | -2.9 | -95 | -0.7
45 | CCOc1ccc(S(=O)(=O)N2Cc3ccccc3CC2C(=O)NCCCn2ccnc2)cc1 (configuration not stated) | -164 | -0.4 | -1.1 | -4 | 0.3 | -21 | -7 | -0.6 | 1.8 | 0 | -1.4
46 | CCOC(=O)N1CCN(c2ccc([N+](=O)[O-])cc2)CC1 | -5 | -0.8 | -0.1 | 3 | -0.3 | 15 | 3 | 0.0 | 2.8 | 5 | 0.2
47 | O=C(Cn1cnc2c(OCc3ccccc3)ncnc21)NCCCn1ccnc1 | 0 | -1.1 | 0.2 | 1 | 0.9 | 0 | -1 | 0.3 | 2.5 | 0 | 0.4
48 | Cc1cc(C(=O)Nc2cccc(S(=O)(=O)N3CCOCC3)c2)c2ccccc2n1 | -6 | -1.0 | -0.5 | 1 | -1.7 | 2 | -3 | -0.1 | -0.2 | -3 | -1.0
49 | Cc1cc(C(F)(F)F)n2nc(-c3cnn(C)c3C(F)(F)F)c(Cl)c2n1 | 1 | -2.2 | -1.3 | 4 | -0.3 | -2 | 2 | -0.4 | -4.2 | 6 | 1.0

Compounds as they come; any-hit rate near 6.9%.
